Compound activity from PubChem.
Myeloid diff 2: compounds promoting myeloid differentiation; AID 624256; 360,000 compounds, 1% hits; ER-HoxA9 myeloid progenitors, lysozyme-GFP differentiation, flow cytometry; calls only at 10 µM;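 active = normalized GFP-positive differentiation at or above the plate's own cutoff, the solvent-only control mean plus 3 SD; inconclusive = no clear call, values can overlap the other calls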;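 also: cells exposed to compound for four days before flow analysis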
SIAH1 antagonists: Siah-1 peptide-binding antagonists, primary screen, biochemical, fluorescence polarization, rhodamine-plectin, uHTS (AID 1817). Siah-1 / rhodamine-plectin peptide fluorescence polarization; higher % means a stronger effect. displacement, % at 20 µM; hits with a dose series show IC50 in µM. 290,000 compounds, 0.02% hits;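 active = displacement of at least 50% at 20 µM, with a fluorescence ratio check between 0.3 and a set limit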;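 also: plate controls were Siah plus tracer with DMSO for no effect and tracer alone without Siah for full effect; strong numbers were not always called active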
GPR35 antagonists: inhibition of zaprinast-stimulated GPR35 beta-arrestin translocation – imaging, U2OS, beta-arrestin-GFP, zaprinast agonist, primary screen (AID 2058); U2OS GPR35 beta-arrestin-GFP translocation imaging, zaprinast antagonism; higher % means a stronger effect; inhibition, % at 10 µM, or IC50 in µM where a hit was titrated; 290,000 compounds, 0.052% hits;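 active = inhibition of at least 50% with at least 30 cells and total cytoplasm GFP at most 10,000,000; inconclusive = under 30 cells or total GFP of 10,000,000 plus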
MgcRacGAP inhibition: MgcRacGAP GTPase-activating activity inhibitors, confirmation, biochemical, ADP Hunter fluorescence. 340,000 compounds, 0.6% hits. MgcRacGAP-stimulated Rac1 GTP hydrolysis, ADP Hunter fluorescence; higher % means a stronger effect; GST-tagged Rac1 F28L mutant substrate. inhibition, % at 30 µM, or IC50 in µM where a hit was titrated. AID 624330;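 active = first-screen hits whose inhibition reached a set limit at any dose in the follow-up dose series; inconclusive = inhibition above the set first-screen limit but never retested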;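 also: fluorescence reports GDP produced by GAP-driven GTP hydrolysis; strong numbers were not always called active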
NTR1 agonist: NTR1-driven beta-arrestin-GFP spot formation – imaging, U2OS cells, high content, primary screen (AID 493036). P30989. agonist mode. activation, % at 20 µM. 330,000 compounds, 0.17% hits;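 active = activation at or above 40% of the spot to cytoplasm intensity ratio, with at least 20 cells analyzed; inconclusive = wells under 20 cells, flagged as cytotoxic or low count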;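 also: 0% = DMSO without peptide and 100% = 100 nM NTR1 peptide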
Target sequence (P30989 whole entry, looked up): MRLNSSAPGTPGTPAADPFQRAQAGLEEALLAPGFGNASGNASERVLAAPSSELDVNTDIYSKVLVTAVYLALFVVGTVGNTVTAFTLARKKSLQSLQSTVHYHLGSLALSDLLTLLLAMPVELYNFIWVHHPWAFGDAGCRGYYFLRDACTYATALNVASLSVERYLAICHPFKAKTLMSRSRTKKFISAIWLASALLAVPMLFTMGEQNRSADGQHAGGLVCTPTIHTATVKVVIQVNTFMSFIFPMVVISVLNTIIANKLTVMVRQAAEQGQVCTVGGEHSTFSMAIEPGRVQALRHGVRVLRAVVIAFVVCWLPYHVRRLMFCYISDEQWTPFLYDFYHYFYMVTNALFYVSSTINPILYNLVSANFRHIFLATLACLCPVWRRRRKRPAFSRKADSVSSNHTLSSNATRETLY
PhoP inhibition: PhoP-dependent GFP reporter repression – Salmonella Typhimurium, primary screen (AID 1863); 300,000 compounds, 0.16% hits; inhibition, % at 50 µM, or IC50 in µM where a hit was titrated; S. Typhimurium PhoP-regulated promoter GFP reporter, 4 h; higher % means a stronger effect;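 active = inhibition over 29.93%, a cutoff 3 SD above the screen mean, later confirmed by dose response; inconclusive = inhibition over 29.93% but no dose response follow-up; inactive = inhibition at most 29.93% or unconfirmed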;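 also: 0% = low Mg2+ inducing control and 100% = high Mg2+ repressing control; strong numbers were not always called active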
LYP phosphatase: PTPN22 lymphoid phosphatase activity blockers – biochemical, fluorescence intensity, uHTS (AID 1779) | recombinant LYP phosphatase, fluorescence intensity; higher % means a stronger effect | one-dose inhibition, % at 11.5 µM; IC50 in µM for titrated hits | 290,000 compounds, 0.054% hits; in the data active = inhibition above about 50%;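 also: plate controls were vehicle with enzyme for no effect and no enzyme for full effect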
HIV fusion peptide: inhibitors of HIV fusion peptide binding, primary screen, biochemical, uHTS, fluorescence dequenching (AID 1986). 290,000 compounds, 0.3% hits. cell-free peptide binding, fluorescence dequenching, 30 min; higher % means a stronger effect. inhibition, % at 20 µM, or IC50 in µM where a hit was titrated; in the data active = inhibition mostly above about 52%, no sharp cut-off; inactive = mostly below about 76%; also: some results filed as inactive read as strong as hits
GPR55 antagonists: GPR55 antagonists blocking LPI-driven arrestin recruitment, primary screen, imaging, U2OS, beta-arrestin-GFP, LPI agonist (AID 2013); U2OS GPR55 beta-arrestin-GFP translocation imaging, LPI antagonism; higher % means a stronger effect; inhibition, % at 10 µM, or IC50 in µM where a hit was titrated; 290,000 compounds, 0.13% hits;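 active = spots per cell inhibited over 60%, with over 100 cells counted and total cytoplasm intensity under 500,000; inconclusive = wells with under 100 cells, flagged as likely toxic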;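 also: U2OS cells stably carrying GPR55 and arrestin-GFP stimulated by 5 µM LPI near EC80; imaged beta-arrestin-GFP aggregate spots per cell after agonist stimulation; plate controls were LPI-stimulated DMSO wells for no effect and DMSO wells without LPI for full effect; some results filed as inactive read as strong as hits; confirmed hits need IC50 under 10 µM and bright autofluorescent wells are also inconclusive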
NTR1 agonist cell count 20 µM: second read-out of NTR1 agonist, no call of its own (marks repeat the call); cell count; measured here: cell count, cytotoxicity flag
Myeloid diff 2 GFP+ MAC1+ %: recorded beside Myeloid diff 2, whose call it bears; GFP+ MAC1+ double positive, %; measured here: differentiation confirmed by MAC1 staining
The depositor's hits bear a star; i = inactive; u = inconclusive; x = no result given.

structure	Myeloid diff 2	Myeloid diff 2 GFP+ MAC1+ %	SIAH1 antagonists	GPR35 antagonists	MgcRacGAP inhibition	NTR1 agonist	NTR1 agonist cell count 20 µM	PhoP inhibition	LYP phosphatase	HIV fusion peptide	GPR55 antagonists
COC(=O)c1cc(NC(=O)CC2SCCNC2=O)cc(C(=O)OC)c1 (centres undefined)	i	0.3	-4%	0%	13%	1.9	46	-11%	12%	3.1%	-10%
Cc1cccc(C(=O)Nc2ccccc2C(=O)Nc2ccc(C(=O)O)cc2)c1	i	0.6	-4%	2%	9%	-0.2	52	1%	0%	4.2%	-7%
COc1cc(C=C2C(=O)OC(C)(C)OC2=O)ccc1OCC(=O)Nc1ccccc1	i	0.2	6%	5%	4%	0.5	81	7%	-8%	2.9%	10%
COc1ccc(C(=O)NCC2(N3CCCCC3)CCCCC2)cc1S(=O)(=O)N(C)C	i	0.9	1%	4%	6%	-2.9	53	4%	-5%	-1.2%	-4%
CCOc1ccc(-n2nc3ccc(NC(=O)c4ccc5c(c4)OCCO5)cc3n2)cc1	i	14	14%	16%	14%	2.8	45	1%	-13%	1.8%	-3%
COc1ccc(CNC(=O)CCCSc2ccccc2)cc1	i	0.5	4%	-18%	3%	-0.1	58	-2%	-6%	-0.9%	2%
Cc1cccc(N2C(=O)C3C4C=CC(C5CC45)C3C2=O)n1 (centres undefined)	i	0.7	-8%	9%	6%	-0.3	47	4%	-5%	-0.5%	-3%
CC(C)CN(C(=O)C(c1ccccc1)c1ccccc1)c1c(N)n(CC(C)C)c(=O)[nH]c1=O	i	0.6	0%	1%	-6%	3.6	43	10%	-9%	0.2%	-7%
Cn1c(=O)c2c(nc(NCCCO)n2C/C=C/c2ccccc2)n(C)c1=O	i	2.2	2%	1%	1%	1.0	61	-3%	0%	0.6%	-2%
CCN(CC)CCn1c2c(c(SCC(=O)Nc3ccc(C)c(F)c3)nc1=O)CCCC2	i	0.6	x	x	14%	0.6	57	2%	x	x	x
O=C(Cn1c(C(=O)NCC2CCCO2)cc2sccc21)c1ccccc1 (centres undefined)	i	7.5	6%	-7%	102µM*	-1.4	83	11%	-5%	-2.3%	1%
O=C1CC(NS(=O)(=O)c2cccnc2)CN1c1cccc(F)c1 (centres undefined)	i	0.4	x	x	6%	-1.4	62	0%	x	x	x
COc1cccc(N2CCN(C(=O)c3ccc(CS(=O)Cc4ccc(Cl)cc4)o3)CC2)c1 (centres undefined)	i	0.8	-1%	-2%	2%	0.5	54	-3%	1%	-0.2%	-1%
COc1ccc(OS(=O)(=O)c2c(C)noc2C)cc1	i	0.2	3%	0%	8%	0.6	51	1%	-8%	0.8%	0%
CCCCC(CC)C(=O)NCC(C)NC(=O)C(CC)CCCC (centres undefined)	i	0.5	-4%	16%	8%	-0.7	53	-9%	-7%	-1.5%	20%
O=[N+]([O-])c1ccccc1S(=O)(=O)NCc1ccco1	i	0.1	1%	-11%	x	0.9	98	6%	-3%	0.6%	10%
O=C(COC(=O)c1ccc(Cl)c(S(=O)(=O)N2CCCCC2)c1)NCC1CCCO1 (centres undefined)	i	0.5	2%	-21%	-17%	2.3	45	2%	-4%	-2.6%	-2%
COc1ccc(NC(=O)c2cccnc2NCCc2ccccc2)cc1	i	0.2	1%	-8%	6%	6.9	59	-4%	9%	-0.2%	4%
COC(=O)c1ccc(CNC(=O)CNC(=O)c2sc3ccccc3c2Cl)cc1	i	0.7	x	x	3%	2.4	44	-6%	x	x	x
COc1cc(C(=O)NC(=S)N(C)Cc2ccccc2)cc(OC)c1OC	i	0.1	0%	-12%	x	-0.3	35	9%	1%	-1.7%	7%
O=[N+]([O-])c1cccc(/C([O-])=C(/C(=S)Nc2ccccc2)[n+]2ccccc2)c1	i	0.5	-9%	-5%	16%	0.8	49	13%	0%	2.3%	-1%
CC[N+](C)(CC)CC(=O)OCC1C(C)C=C(C)CC1C (centres undefined)	i	1.1	7%	6%	-11%	2.3	31	0%	-6%	0.9%	2%
Cc1c(C)n2c(SCC(=O)N3CCN(c4ccccc4)CC3)nnc2[nH]c1=O	i	0.3	x	x	0%	1.5	55	0%	x	x	x
Cc1ccc(SCCC(=O)NCCSCc2ccco2)cc1	i	0.9	-1%	-15%	-7%	1.8	52	-2%	5%	0.9%	-6%
CCc1ccc(CNC(=O)C2CCN(c3nnc(C)c4c(C)n(-c5ccc(C)cc5)nc34)CC2)cc1	i	0.7	-1%	6%	13%	22	61	-1%	-4%	2.9%	14%
Cc1ccc(C(=O)Nc2nnc(-c3ccncc3)o2)cc1	i	0.7	-7%	8%	8%	1.3	43	0%	-1%	-0.5%	-1%
CNC(=S)N(CCc1ccc(OC)c(OC)c1)Cc1cc2c(C)cc(C)cc2[nH]c1=O	i	0.4	-3%	-8%	2%	0.7	52	-8%	0%	0.7%	0%
Cc1c(O)c(CN2CCCC2)cc2c3c(c(=O)oc12)CCC3	i	4.9	-7%	9%	12%	0.6	52	-3%	-5%	-3.0%	8%
COc1ccc(C(=O)C2CCCN(Cc3c(F)ccc(F)c3F)C2)c(OC)c1 (centres undefined)	i	0.7	-2%	-2%	14%	-0.3	37	4%	-4%	1.0%	7%
CCOC(=O)CC(=O)Nc1nnc(CC(C)C)s1	i	1.0	-2%	5%	6%	1.0	84	-12%	7%	3.4%	5%
Cc1cccc(NS(=O)(=O)c2cc3c4c(c2)CC(=O)N4CCC3)c1C	u	x	-7%	5%	-5%	-0.4	38	-5%	-7%	-1.4%	-6%
c1ccc(-c2ccc(CNC3CC3)cc2)cc1	i	0.6	0%	-12%	6%	x	x	15%	-7%	-0.6%	-5%
CC(=NCc1ccco1)c1c(C(F)(F)F)[nH]n(-c2nc3ccccc3s2)c1=O	i	1.0	-5%	11%	4%	7.9	75	5%	-8%	2.3%	0%
N#C/C(=C/c1ccc(N2CCOCC2)o1)c1nc2ccccc2[nH]1	i	1.9	4%	2.4µM*	20µM*	-3.3	69	-14%	-8%	52%*	49%
CCOc1ccccc1NC(=O)CN(c1ccc(OC)cc1)S(=O)(=O)c1c(C)[nH]c(=O)[nH]c1=O	i	2.4	-2%	2%	5%	-0.3	50	0%	-8%	3.3%	-3%
Cc1cc2ncn(CC(O)COC3CCCCC3)c2cc1C (centres undefined)	i	0.5	3%	3%	12%	0.7	29	1%	-7%	-0.2%	0%
CNC(=S)NC1CC2CCC(C1)N2Cc1ccccc1 (centres undefined)	i	2.9	4%	0%	-7%	0.0	54	5%	6%	0.4%	17%
COc1ccc(S(=O)(=O)N2CCCN(CCC(=O)Nc3cccc(C(F)(F)F)c3)CC2)cc1	i	0.3	2%	15%	4%	-0.4	61	6%	-3%	-3.2%	-4%
COc1cccc(N2CCN(C(=O)c3cc4c(OC)c(OC)c(OC)cc4[nH]3)CC2)c1	i	0.9	0%	12%	10%	0.7	89	-3%	-3%	-0.4%	1%
COc1ccc(NC(=O)/C(=C\c2ccc(F)cc2)NC(=O)c2ccco2)cc1	i	2.9	12%	-5%	-5%	1.4	65	-5%	-5%	0.0%	8%
COc1ccc2c(c1)C(=O)C(=O)N2CC1COc2ccccc2O1 (centres undefined)	x	x	0%	4%	9%	7.6	80	-3%	13%	-1.7%	-5%
CCCCN(C)C(=O)c1ccc2c(c1)N(CC)C(=O)c1ccccc1S2=O (centres undefined)	i	0.2	1%	-13%	7%	-1.8	78	6%	-8%	-0.2%	5%
Cc1ccc2c(c1)N/C(=C(\C=C(/Cl)[N+](=O)[O-])[N+](=O)[O-])N2	x	x	-8%	-1%	x	-0.2	31	-3%	12%	28%	-13%
O=C(O)c1ccc([N+](=O)[O-])c(CS(=O)(=O)c2ccccc2)c1	i	0.5	13%	3%	-2%	-0.8	92	3%	-6%	0.4%	6%
NC(=O)COc1ccc(NC(=O)CC23CC4CC(CC(C4)C2)C3)cc1	i	0.2	0%	14%	8%	0.2	54	-5%	-3%	-0.8%	-5%
O=C(Nc1ccccn1)[C@@H]1CCC(=O)N1C(=O)OCc1ccccc1	i	0.6	-3%	3%	10%	-0.6	32	-3%	-8%	-3.1%	-3%
CCc1ccc(Nc2nnc(SCC(=O)N(C)CC(=O)Nc3ccccc3CC)s2)cc1	i	0.7	-3%	8%	7%	8.6	80	4%	0%	-0.6%	6%
Cc1cc(C(=O)COC(=O)COc2ccc(C#N)cc2)c(C)n1C1CC1	i	0.3	x	x	5%	-0.3	71	-3%	x	x	x
CCOC(=O)C1=C(c2ccccc2)Nc2ncnn2C1c1cccc(OC)c1OC (centres undefined)	i	0.2	2%	5%	5%	0.1	71	-6%	3%	-1.0%	8%
CCN1C(=O)[C@H]2[C@@H](c3ccc(-c4ccc5c(c4)OCO5)cc3)N3CCC[C@@]3(C(=O)OC)[C@H]2C1=O	i	1.5	x	x	5%	0.0	87	5%	x	x	x
COc1ccc(S(=O)(=O)CC(=O)c2cc3cccc(C)c3oc2=O)cc1	i	2.9	6%	0%	-1%	0.4	54	-5%	-5%	11%	0%
COc1ccc(CN2CCN(Cc3ccc(C(F)(F)F)cc3)CC2)cc1	i	0.6	-2%	3%	100µM*	3.9	63	13%	-11%	0.0%	14%
COC(CNC(=O)CCc1c(C)nc2c(c(C)nn2-c2ccc(C)cc2)c1C)OC	i	0.7	3%	-6%	5%	-0.2	84	14%	-11%	-2.1%	47%
CCC(=O)N(Cc1cc2ccc(C)cc2n2nnnc12)C1CCCCC1	i	1.9	-1%	3%	4%	4.5	85	0%	-6%	-1.6%	2%
COc1ccc(/C(N)=N/OC(=O)CCc2ccccc2)cc1OC	i	0.0	3%	-6%	6%	2.6	80	-5%	7%	1.3%	-2%
